# Source: PubChem (several laboratories)
# NOD1 NF-kB reporter – inhibition of NOD1-driven NF-kB reporter – cell-based, luminescence, uHTS, primary screen (AID 1578); NOD1-driven NF-kB luciferase reporter cells, luminescence; higher % means a stronger effect; one-dose inhibition, % at 4 µM; EC50 in µM for titrated hits; hit rate 1% among 290,000; in the data active = inhibition mostly above about 36%, no sharp cut-off; inactive = mostly below about 34%;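 also: HEK-293T reporter cells stimulated with the NOD1 agonist gamma-tri-DAP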
# P. falciparum M1AAP – malaria alanyl aminopeptidase activity blockers – biochemical, fluorogenic H-Leu-NHMec substrate, 1536-well (AID 1445). recombinant M1AAP, H-Leu-NHMec fluorogenic kinetic assay; higher % means a stronger effect. inhibition, % at 30 µM; hits with a dose series show IC50 in µM. hit rate 0.42% among 220,000;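 active = primary inhibition above the hit cutoff, then over 50% inhibition at one or more dose response concentrations, cut at about 23% in these data, passing the limit was not always enough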;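 also: plate controls were DMSO full reaction for no effect and no enzyme background for full effect; strong numbers were not always called active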
# AID2073 – inhibitors of Mint1-CaV2.2 protein interaction, biochemical, HTRF (AID 2073); one-dose inhibition, % at 20 µM; IC50 in µM for titrated hits; hit rate 0.19% among 290,000; HTRF protein-protein interaction, Mint1-CaV2.2; higher % means a stronger effect; in the data active = inhibition mostly above about 51%, no sharp cut-off; also: some results filed as inactive read as strong as hits
# P. falciparum M17LAP – P. falciparum M17LAP inhibitors, primary screen, biochemical, fluorogenic H-Leu-NHMec substrate, 1536-well (AID 1619); inhibition, % at 30 µM; hits with a dose series show IC50 in µM; recombinant M17LAP, H-Leu-NHMec fluorogenic kinetic assay; higher % means a stronger effect; hit rate 0.38% among 220,000;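 active = compound inhibiting the enzyme by more than half at any dose during confirmatory dose-response retesting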;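 also: plate controls were full reaction with DMSO carrier for no effect and no enzyme background for full effect; strong numbers were not always called active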
# KOR beta-arrestin-1 – KOR antagonists, beta-arrestin recruitment, cell-based, luminescence, uHTS (AID 1778); KOR beta-arrestin recruitment, luminescence, antagonist mode; higher % means a stronger effect; inhibition, % at 10 µM, or IC50 in µM where a hit was titrated; hit rate 0.091% among 290,000; also: strong numbers were not always called active
# HEK293 NOD2/NF-kB – inhibition of NOD2-driven NF-kB reporter – cell-based, luminescence, uHTS, HEK293 (AID 1566); HEK293 NOD2/NF-kB luciferase reporter, luminescence; higher % means a stronger effect; inhibition, % at 4 µM; hits with a dose series show EC50 in µM; hit rate 0.63% among 290,000; also: many of its hits are not listed in these tables
# GPR55 beta-arrestin – GPR55 agonists via beta-arrestin recruitment, primary screen, imaging, U2OS cells, beta-arrestin-GFP redistribution (AID 1961); hit rate 0.048% among 290,000; activation, % at 10 µM, or EC50 in µM where a hit was titrated; U2OS GPR55 beta-arrestin-GFP redistribution imaging; higher % means a stronger effect;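 active = activation above 40% with more than 50 cells counted in the well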;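 also: U2OS osteosarcoma cells stably expressing GPR55 and beta-arrestin-GFP; plate controls were DMSO negative control for no effect and LPI positive control for full effect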
# KOR beta-arrestin-2 – KOR agonists, beta-arrestin recruitment, primary screen, cell-based, luminescence, uHTS (AID 1777) | KOR beta-arrestin recruitment, luminescence; higher % means a stronger effect | activation, % at 10 µM, or EC50 in µM where a hit was titrated | hit rate 0.02% among 280,000; in the data active = activation above about 50%, passing the limit was not always enough; also: a part of the inactive calls stands beside numbers as strong as those of hits
# Dynein transport – dynein cargo transport inhibition; hit rate 0.47% among 220,000; AID 1381; 3617.4 mouse cells, GR-EGFP nuclear translocation imaging; test concentration mostly 20 µM; stimulated with dexamethasone, 1 µM; hits give low values; z-score, hits read low;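 active = plate z-score of nuclear minus cytoplasmic receptor signal below a set negative limit, without overly bright fluorescence or cell loss, cut at about -3.5 in these data, passing the limit was not always enough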;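 also: z-score of nuclear minus cytoplasmic ring GR-EGFP intensity difference per well; some compounds called inactive have numbers as strong as hits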
#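 Also added: dexamethasone, 1.0 µM final. Medium: tet-free, stripped-serum medium. Detection: fixed, Hoechst-stained cells imaged at 10x for EGFP. Read-out: nuclear-to-cytoplasmic GR-EGFP distribution per well. Times: induction 48 h, compound 1 h, agonist 30 min.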
# Dynein transport cytoplasmic EGFP – second read-out of Dynein transport, no call of its own (marks repeat the call); z-score; measured here: cytoplasmic GR-EGFP intensity; hits give high values
# Dynein transport nuclear GR-EGFP – further read-out of Dynein transport, marked with its call; z-score; measured here: nuclear GR-EGFP intensity;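 lower value marks the stronger effect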
# Dynein transport cell count – further read-out of Dynein transport, marked with its call; z-score; measured here: cell count per field
# The depositor's hits bear a star; · = no result given; [ ] = another dose, or the depositor's remark. Rule as the data show it, unless noted: active = inhibition above about 50%; inactive = the rest. Some of the compounds tested; count on the stated rates, not on these rows.
# Start of the listing, in advance (three entries):
NOD1 NF-kB reporter	P. falciparum M1AAP	AID2073	P. falciparum M17LAP	KOR beta-arrestin-1	HEK293 NOD2/NF-kB	GPR55 beta-arrestin	KOR beta-arrestin-2	Dynein transport	Dynein transport cytoplasmic EGFP	Dynein transport nuclear GR-EGFP	Dynein transport cell count	canonical_smiles
-10%	·	1%	·	17%	18%	-0.2%	-0.2%	·	·	·	·	Cc1ccc(/C=N/NC(=O)c2nnn(-c3nonc3N)c2CSc2ccccc2)o1
-10%	·	-70%	·	2%	-14%	-0.1%	4.1%	·	·	·	·	O=C(CSc1nc(N2CCOCC2)nc(N2CCOCC2)n1)Nc1ccccc1F
-4%	1%	-4%	0%	-4%	2%	-0.1%	5.1%	-0.79	-0.22	-0.3	1.2	CCOCCCNC(=O)CN1CCN(c2ccc(F)cc2)CC1

# The whole of this part, from the first entry:
NOD1 NF-kB reporter	P. falciparum M1AAP	AID2073	P. falciparum M17LAP	KOR beta-arrestin-1	HEK293 NOD2/NF-kB	GPR55 beta-arrestin	KOR beta-arrestin-2	Dynein transport	Dynein transport cytoplasmic EGFP	Dynein transport nuclear GR-EGFP	Dynein transport cell count	canonical_smiles
-10%	·	1%	·	17%	18%	-0.2%	-0.2%	·	·	·	·	Cc1ccc(/C=N/NC(=O)c2nnn(-c3nonc3N)c2CSc2ccccc2)o1
-10%	·	-70%	·	2%	-14%	-0.1%	4.1%	·	·	·	·	O=C(CSc1nc(N2CCOCC2)nc(N2CCOCC2)n1)Nc1ccccc1F
-4%	1%	-4%	0%	-4%	2%	-0.1%	5.1%	-0.79	-0.22	-0.3	1.2	CCOCCCNC(=O)CN1CCN(c2ccc(F)cc2)CC1
-27%	3%	12%	9%	10%	10%	-0.1%	-4.5%	-1.4	-0.26	-0.44	0.45	CC1CCN(C(=O)Cn2cc(C(=O)C3CC3)c3ccccc32)CC1
-8%	·	12%	·	-26%	4%	-0.1%	-2.3%	·	·	·	·	O=[N+]([O-])c1ccc(S(=O)(=O)NCC2COc3ccccc3O2)cc1 (stereo not drawn)
6%	0%	-5%	-4%	-11%	10%	0.0%	-4.2%	-0.045	-0.22	0.14	0.42	Cc1cc(C)c(C#N)c(SCC(=O)N(C)C2CCCCC2)n1
0%	-1%	-15%	6%	5%	-12%	-0.1%	-1.7%	0.13	-0.25	0.08	0.075	Cc1ccc2oc(=O)c(/C=C(\O)c3cccs3)nc2c1
-4%	21%	-4%	1%	-17%	7%	-0.4%	-1.8%	-0.34	-0.21	0.074	0.087	CCC(NS(=O)(=O)c1ccc(C)cc1)C(=O)O (stereo not drawn)
13%	0%	-4%	9%	-78%[20 µM]	14%	0.2%	2.1%	-0.77	-0.27	-0.33	-0.084	NC(=O)c1cc(-c2ccncc2)nc2ccc(Cl)cc12
-13%	-2%	8%	-3%	-6%	5%	0.7%	-4.9%	-1.1	-0.23	-0.51	0.67	CCCn1c(=O)[nH]c(=O)c2c1nc(-c1ccc(OC)c(Br)c1)n2CCOC
2%	-2%	-1%	-5%	13%	12%	0.1%	1.6%	1.4	-0.16	0.77	-1	COC(=O)C(NC(=O)c1ccccc1)c1ccccc1 (stereo not drawn)
-17%	3%	0%	24%	33%	-11%	-0.1%	-4.0%	0.12	-0.26	0.23	0.57	O=C(NCc1ccco1)Nc1ccccc1Cl
-17%	9%	0%	9%	1%	19%	0.1%	27%	0.33	-0.22	0.25	-0.16	Cc1ccc(OCC(=O)Nc2ccc3c4c(cccc24)CC3)c(C)c1
-35%	2%	6%	-17%	-45%[20 µM]	4%	0.2%	·	-0.67	-0.29	-0.45	1	CCN(C(=O)c1ccc(Br)cc1)c1ccccc1
11%	·	-12%	·	-45%[20 µM]	-6%	-0.3%	-1.5%	·	·	·	·	Cc1ccc(C(=O)C2CCN(C(=S)NCCCOC(C)C)CC2)cc1
-2%	7%	-20%	-10%	9%	4%	3.7%	·	-0.58	-0.27	0.12	0.92	NNC(=O)c1sc2nc(N3CCOCC3)c3c(c2c1N)CCCC3
-13%	-1%	6%	-2%	-21%	8%	-0.2%	0.9%	-0.69	-0.21	-0.015	0.5	Nc1nnc(COc2cccc(C(F)(F)F)c2)s1
5%	·	33%	·	31%	6%	-0.1%	-1.2%	·	·	·	·	Cc1ccc(S(=O)(=O)NNC(=O)c2ccc3ccccc3n2)cc1
-34%	2%	4%	7%	23%	-11%	0.6%	-5.1%	-1.3	-0.19	-0.37	0.79	Cn1c(=O)oc2cc(S(=O)(=O)NCCC(=O)NCCc3ccc(Cl)cc3)ccc21
-23%	·	-3%	·	-6%	6%	-0.2%	-1.8%	·	·	·	·	O=C(COc1ccc(Cl)cc1)NCc1ccccc1
-22%	1%	4%	-3%	27%	-4%	-0.1%	-0.6%	-0.45	-0.17	-0.34	0.65	CCOC(=O)C1CCN(C(=O)CN(C)S(=O)(=O)c2cc(C)ccc2OC)CC1
6%	·	16%	·	32%	16%	0.0%	-1.9%	·	·	·	·	O=C(NC1CCN(Cc2cccc([N+](=O)[O-])c2)CC1)c1ccccc1
-63%	12%	-8%	-3%	-8%	12%	-0.3%	3.3%	-0.086	-0.3	-0.43	0.0087	CC(=O)C(C(C)=O)C1(O)C(=O)c2ccccc2C1=O
-50%	8%	1%	6%	·	-114%	0.2%	·	0.49	-0.22	0.096	-0.39	c1ccc(Cn2c(CNc3nc4ccccc4n3CCN3CCCCC3)nc3ccccc32)cc1
15%	10%	-4%	12%	2%	-15%	-0.1%	-4.0%	-0.38	-0.087	0.11	0.77	Cc1ccccc1/C=c1\s/c(=C\C(=O)C(C)(C)C)[nH]c1=O
-26%	·	-2%	·	-10%	8%	0.2%	-4.1%	·	·	·	·	COCc1c(C(=O)N/N=C/c2ccco2)nnn1-c1nonc1N
48%	1%	3%	3%	-122%[20 µM]	31%	-0.1%	·	0.35	-0.2	-0.12	0.68	O=S(=O)(Nc1ccc(Cc2ccncc2)cc1)c1ccc(Cl)cc1
-8%	·	23%	·	-32%	26%	-0.1%	-2.2%	·	·	·	·	CNC(=O)/C(C#N)=C/c1c(N2CCN(c3cccc(Cl)c3)CC2)nc2c(C)cccn2c1=O
17%	7%	7%	7%	15%	4%	-0.2%	-4.9%	-0.51	-0.092	-0.24	0.43	Cc1cc2ncn(CC(O)COC3CCCCC3)c2cc1C (stereo not drawn)
-30%	5%	-5%	23%	-24%	-52%	-0.2%	0.3%	-0.11	-0.29	-0.24	0.33	Cn1c(N=NC(=O)c2ccccc2)c(O)c2ccccc21
-35%	·	15%	·	-5%[20 µM]	3%	0.6%	·	-0.62	-0.29	-0.049	0.31	Clc1ccc(-c2noc(CN(Cc3ccccn3)CC3CCCO3)n2)cc1 (stereo not drawn)
-23%	10%	-2%	8%	0%	14%	-0.2%	-4.4%	-0.13	-0.28	0.25	0.91	Cc1ccc(NC(=O)Cn2nc(C)c(S(=O)(=O)N(C)C)c2C)cc1
10%	6%	8%	6%	-8%	1%	-0.1%	-2.5%	0.047	0.0054	0.1	0.45	O=C(O)c1cnc(-c2ccccc2)nc1C(F)(F)F
-7%	0%	-5%	3%	-46%	0%	-0.1%	-6.3%	-0.64	-0.34	-0.26	-0.08	CCCCC(=O)Nc1ccc(NC(=O)c2ccccc2OC)cn1
-29%	·	6%	·	-16%[20 µM]	-24%	-0.1%	·	·	·	·	·	Fc1ccccc1CNCc1ccc2c(c1)OCO2
-25%	1%	3%	-1%	-29%	-63%	0.3%	-0.8%	0.37	-0.22	0.29	0.3	C=C(C)c1cccc(C(C)(C)NC(=O)NC(c2ccccc2)c2ccc(OC)cc2)c1 (stereo not drawn)
-4%	6%	-3%	-12%	10%	-1%	-0.3%	5.8%	1.1	-0.009	1.5	-2.4	Cc1cccc(NC(=O)CSc2nnc(CNC(=O)c3ccc(S(=O)(=O)N(C)C)cc3)n2-c2cccc(C)c2)c1
17%	·	-8%	·	-14%	11%	-0.1%	0.3%	·	·	·	·	COc1ccccc1N1CCN(C(=O)c2cc(-c3ccc(F)cc3)on2)CC1
-27%	6%	9%	-1%	-16%	-2%	0.0%	3.3%	0.8	-0.18	0.45	0.51	Cc1ccc2c(c1)N(CC(=O)NC1CCCCC1C)C(=O)CO2 (stereo not drawn)
-3%	8%	-3%	10%	40%	-14%	0.7%	1.6%	0.59	-0.69	0.37	-0.28	CCCCC1=CC2=C(c3ccco3)C(=O)C(C)(OC(=O)c3ccc(OC)cc3)C(=O)C2=CN1Cc1ccccc1 (stereo not drawn)
9%	-8%	2%	0%	-14%	10%	-0.1%	2.4%	1.1	0.0063	1.1	-0.9	Cc1cc(=O)[nH]c(SCc2cc(=O)n3nc(C)sc3n2)n1
-2%	·	11%	·	-13%	13%	-0.1%	9.0%	·	·	·	·	CC1=C(C(=O)Nc2ccccc2C(=O)NCCCOC(C)C)SCCO1
-23%	-5%	-13%	0%	-12%	-3%	0.2%	4.1%	-1.1	-0.32	-0.6	1.5	Cc1cc(C)c(C(=O)CN2C(=O)NC3(CCCCCC3)C2=O)cc1C
26%	2%	-8%	14%	-8%	9%	-0.1%	1.4%	0.87	0.042	0.39	-2.4	COC(=O)c1ccc(C2C(Oc3ccccc3C)C(=O)N2CCc2ccc(OC)c(OC)c2)cc1 (stereo not drawn)
-10%	·	5%	·	-10%	18%	-0.1%	-0.2%	·	·	·	·	COc1ccc(NC(=O)CSc2nnnn2C2CC3C=CC2C3)cc1 (stereo not drawn)
8%	2%	-6%	-2%	-41%	2%	-0.1%	6.6%	1.1	-0.14	-0.49	-0.89	Cc1ccc(S(=O)(=O)c2nc(Nc3ccccc3N3CCOCC3)sc2Cl)cc1
83%*	3%	1%	-3%	-17%	-31%	10%	-0.3%	-5.2*	0.89*	-2.9*	-0.27*	COc1ccc(C(CCN(Cc2ccc(OC)c(OC)c2)C(=O)CCl)c2ccccc2)cc1 (stereo not drawn)
·	-6%	-2%	7%	-31%	-23%	-0.2%	4.2%	1.2	-0.17	1.4	-1.5	COCCCNC(=O)/C=C/c1ccc(Cl)cc1
-2%	3%	3%	0%	14%	-17%	0.2%	-0.5%	-0.4	0.21	0.16	-0.35	Cc1c(Cl)c([N+](=O)[O-])nn1CC(=O)NC12CC3CC(CC(C3)C1)C2
